Pol kappa inh – blocks human DNA polymerase kappa activity; Q9UBT6; purified Pol kappa, fluorescent DNA synthesis assay, 10 min; Potency, µM (highest dose often 107 µM), for inactives: at the top dose activity, negative = inhibition, hits mostly inhibitors; 400,000 tested, 0.53% active; note: potency is the fitted concentration of half-maximal effect; % is set by controls: 0 for no effect and ±100 for the full control effect
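10 nM Pol kappa preincubated 15 min at room temperature with compounds, then reaction started with substrate at 50 nM final. Fluorescence read kinetically at 0 and 10 min; buffer-only wells served as negative control.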
POLH inh – blocks human DNA polymerase eta activity; 390,000 tested, 1.2% active; recombinant Pol eta, fluorescent DNA replication assay; Q9Y253; Potency, µM (doses to about 114 µM), without a hit: at the highest dose activity change, negative = inhibition, hits mostly inhibitors; note: potency is the fitted concentration of half-maximal effect; % is set by controls: 0 for no effect and ±100 for the full control effect
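Pol eta at 10 nM preincubated with compounds 15 min at room temperature; reaction started with fluorescent substrate (50 nM final) and read kinetically at 0 and 10 min.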
POLB inh – inhibitors of human DNA polymerase beta. Pol beta primer extension/strand displacement, fluorescence kinetic. Potency, µM (series often up to 114 µM), without a hit: at the top dose activity change, negative = inhibition, actives largely listed as inhibitors. 340,000 tested, 1.3% active. AID 485314; note: potency is the fitted concentration of half-maximal effect; % is set by controls: 0 for no effect and ±100 for the full control effect
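Homogeneous kinetic assay of primer extension and strand displacement by 10 nM Pol beta, preincubated 15 min at room temperature with compound before 50 nM substrate (final) was added. Read at 0 and 10 min; four-parameter Hill fit.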
APE1 inh – blocks human APE1 abasic DNA cleavage; P27695; recombinant APE1, TAMRA/BHQ-2 abasic DNA cleavage fluorescence; Potency, µM (top dose mostly 65.8 µM), for the others: top-dose activity change, negative = inhibition, most hits filed as inhibitors; 350,000 tested, 0.35% active; AID 2517;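 note: potency is the fitted concentration of half-maximal effect; plate controls were vehicle for no effect and reference inhibitor for full effect; nearly all actives have a fitted effect of over 55% in size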
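Step 1: APE1 (0.75 nM) with compound, 15 min RT. Step 2: add 50 nM fluorophore/quencher THF duplex. Step 3: three fluorescence reads 60 s apart (525/598 nm); read 3 minus read 1 = reaction progress.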
ERG-DNA inh – blocks human ERG Ets domain binding to DNA. P11308. fluorescence polarization, His-ERG Ets domain / labelled DNA. Potency, µM (doses to about 76.9 µM), for inactives: at the highest dose FP activity, negative = inhibition, hits mostly inhibitors. 370,000 tested, 0.028% active. AID 624246; active = well fitted inhibition curve with a large enough effect in the polarisation, with a control signal flat; inconclusive = small, poorly fitted or top-dose-only effect, or effect the other way, or a change in a side signal; inactive = no such curve, though single readings can be large or run the other way; the % refers to the polarisation;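 note: polarization taken with two DNA probes labelled with fluorescein and Texas red; potency is the fitted concentration of half-maximal effect; % of control where 0% means no effect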
Target sequence (P11308 whole entry, looked up, the tested form may be a part): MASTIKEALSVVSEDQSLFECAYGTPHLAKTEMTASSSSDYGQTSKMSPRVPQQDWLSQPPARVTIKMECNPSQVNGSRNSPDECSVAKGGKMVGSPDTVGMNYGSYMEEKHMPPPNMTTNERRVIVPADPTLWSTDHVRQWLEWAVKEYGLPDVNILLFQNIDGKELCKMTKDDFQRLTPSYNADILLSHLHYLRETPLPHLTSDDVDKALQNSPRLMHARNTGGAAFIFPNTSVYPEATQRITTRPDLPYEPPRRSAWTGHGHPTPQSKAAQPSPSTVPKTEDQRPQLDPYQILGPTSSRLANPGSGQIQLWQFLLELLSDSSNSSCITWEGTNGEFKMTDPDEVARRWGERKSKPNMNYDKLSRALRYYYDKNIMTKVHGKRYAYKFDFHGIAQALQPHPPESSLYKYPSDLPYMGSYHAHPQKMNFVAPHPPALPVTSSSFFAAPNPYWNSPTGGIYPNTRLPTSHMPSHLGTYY
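His-tagged ERG Ets domain (1 uM in the protein solution; 300mM KCl, 50mM Tris-HCl, 1mM EDTA, 1mM DTT, pH 7.5) received compound, then a probe mix of 5 nM fluorescein-DNA and 100nM Texas-615-DNA. Fluorescence polarization was read for both dyes.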
RGS4 inhibitor – inhibitors of human regulator of G protein signaling 4; P49798; Transcreener GDP fluorescence polarization, RGS4-accelerated GTP hydrolysis; Potency, µM (titrated, usually from 114 µM), for the others: top-dose activity change, negative = inhibition, usual class: inhibitors; 390,000 tested, 0.039% active; AID 504845; note: potency is the fitted concentration of half-maximal effect; % is set by controls: 0 for no effect and ±100 for the full control effect; nearly all actives have a fitted effect of over 75% in size; some results filed as inactive show a strong effect at the top dose
Target sequence (P49798 whole entry, looked up): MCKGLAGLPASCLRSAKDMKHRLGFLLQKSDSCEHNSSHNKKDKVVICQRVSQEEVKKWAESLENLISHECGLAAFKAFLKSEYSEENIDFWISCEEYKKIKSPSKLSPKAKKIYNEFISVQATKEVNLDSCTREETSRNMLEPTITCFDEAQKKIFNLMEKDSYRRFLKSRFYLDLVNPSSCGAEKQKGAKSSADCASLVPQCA
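MLSMR compounds (23 nl, pin-transferred) preincubated 10 min at room temperature with a 500nM (2x) first reagent, then RGS4 at 900nM (2x) plus Transcreener GDP mix added; fluorescence polarization (620/688 nm) read before and after 90 min at 30 °C.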
Anesthetic bind – binds horse apoferritin like a general anesthetic; 350,000 tested, 0.074% active; Potency, µM (top dose mostly 77.5 µM), without a hit: at the highest dose activity change, negative = displacement, hits mostly inhibitors; P02791; apoferritin/1-aminoanthracene competitive binding, fluorescence; note: potency is the fitted concentration of half-maximal effect; % is set by controls: 0 for no effect and ±100 for the full control effect; nearly all actives have a fitted effect of over 20% in size
Target sequence (P02791 2-175 limits assumed): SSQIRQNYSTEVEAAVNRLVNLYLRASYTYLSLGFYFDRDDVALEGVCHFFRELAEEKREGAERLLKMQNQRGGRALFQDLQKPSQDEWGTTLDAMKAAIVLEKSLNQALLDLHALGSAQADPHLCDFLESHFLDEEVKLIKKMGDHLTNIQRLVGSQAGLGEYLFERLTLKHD
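Concentration-response curves derived by four-parameter Hill fitting of normalized fluorescence, where compounds displaced 1-AMA from 10 uM horse apoferritin following a brief 10 min room-temperature incubation; propofol titration acted as positive control.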
LDHA inh – blocks human lactate dehydrogenase A | purified LDHA, NADH/diaphorase-resazurin fluorescence; stronger effect = lower value | activity change, % (values are at about 110 or 230 µM) | 480,000 tested, 0.15% active; in the data active = activity change below about -30%; inconclusive = mostly about -25% to -30%;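 note: plate controls were DMSO wells for no effect and wells without enzyme for full effect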
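Human LDH5 at 2 nM final in Tris HCl pH 7.4 with 0.06 mM NADH and 0.2 mM pyruvate, reacted 5 minutes at room temperature. Remaining NADH coupled via diaphorase/resazurin; resorufin fluorescence read at 0 and 20 minutes, normalized to enzyme-free and DMSO wells.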
ALOX12 inh – inhibitors of human 12S-lipoxygenase ALOX12; P18054; purified 12hLO, xylenol orange hydroperoxide absorbance; Potency, µM (doses to about 108 µM), inactives show top-dose activity change, negative = inhibition, hits mostly inhibitors; 580,000 tested, 1.1% active; AID 1671190; note: potency is the fitted concentration of half-maximal effect; % is set by controls: 0 for no effect and ±100 for the full control effect
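Hydroperoxide product was detected by ferrous iron/xylenol orange as the 573 to 405 nm absorbance ratio. Arachidonic acid at 40 uM (final) was turned over for 30 min at room temperature by 150 nM human 12hLO, pH 7.0 Hepes buffer, after 15 min compound preincubation.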
Starred values were filed as active, the others as inactive; i = inactive; u = inconclusive; x = no result given; & = joins results of further samples; [ ] = remark or other dose. Unless noted, calls come from the whole dose curve; as a rule, active = well fitted curve in the direction sought with a large enough effect; inconclusive = small, poorly fitted or top-dose-only effect, or another doubt; inactive = no such curve, though single readings can be large; an effect the other way counts as inactive or inconclusive. Only part of the results is shown (hit frequency here may not be typical).

SMILES | Pol kappa inh | POLH inh | POLB inh | APE1 inh | ERG-DNA inh | RGS4 inhibitor | Anesthetic bind | LDHA inh | ALOX12 inh
Cc1ccc(CNS(=O)(=O)CCNC(=O)c2ccccc2)cc1 | -5% | -6% | x | 26% | 0% | -3% | x | -9 | -1%
Cn1c(Cc2ccccc2)nnc1SCCC(=O)Nc1ccccc1 | -4% | 5% | 35% | 17% | -1% | -21% | -4% | -24 | 0%
O=C(CSc1nnc(CCCN2C(=O)c3cccc4cccc(c34)C2=O)n1-c1ccccc1)NCCCO | 3% | -20% | 4% | 3% | -3% | -10% | -11% | 4 | -11%
c1ccc(-n2c(-c3ccncc3)nnc2N2CCOCC2)cc1 | 0% | -17% | -9% | 10% | -1% | -17% | -6% | -1 | 5%
OCCNCc1cccc2ccccc12 | -4% | -3% | 3% | 0% | 6% | -6% | -4% | -8 | -19%
COCCCNC(=O)/C(C#N)=C1\N=C(NC(=O)c2cccs2)c2ccccc21 | -6% | -9% | 2% | 4% | 24% | -12% | -6% | -4 | 0%
O=C(NCCC1=CCCCC1)c1ccc(-n2cncn2)c([N+](=O)[O-])c1 | -3% | -19% | x | 48% | -25% | -8% | x | 3 | 1%
O=C(CSc1nc(-c2ccccc2)cs1)Nc1cccc([N+](=O)[O-])c1 | -16% | -10% | -23% | -2% | 1% | 23% | u | -9 | -4%
CCOC(=O)C1Nc2ccc(C(=O)O)cc2C2C=CCC12 (centres undefined) | 10µM* | 2.8µM* | 16µM* | -9% | 1% | -93%[56.9 µM] | 4% | 28 | 0%
CCN(CC)C(=O)C(=O)Nc1ccc(OCc2ccccc2)cc1 | -7% | -2% | 1% | -3% | -1% | -7% | u | -10 | 4%
Cc1ccsc1/C=N/NC(=O)c1nnn(-c2nonc2N)c1C(C)C | -6% | -18% | 1% | -1% | -1% | 1% | -17% | -11 | 0%
Brc1ccc(C2=NC(Cc3ccccc3)CO2)cc1 (centres undefined) | -3% | -4% | u | u | -2% | -2% | -5% | -7 | -10%
O=C(CSc1nc2c([nH]c3ccccc32)c(=O)n1-c1ccc(F)cc1)NCc1ccc(F)cc1 | 3%[60.1 µM] | 0% | -2% | x | 0% | -22% | 2% | 0 | u
CN1CCN(C(c2ccccn2)c2cc(Cl)c3cccnc3c2O)CC1 (centres undefined) | 3% | -14% | -1% | 0% | -5% | u | -19% | 8 | u
CCOC(=O)C(NCc1ccco1)(NC(=O)c1ccc(OC)cc1)C(F)(F)F (centres undefined) | -7% | -21% | 0% | -2% | 13% | -13% | -6% | -6 | 9%
COc1ccccc1CC(=O)N1CCOCC1 | 0% | -19% | -1% | 6% | 0% | 24% | -3% | -12 | 7%
COc1cccc(CNCCOCCO)c1OC | 3% | 2% | 9% | -6% | 7% | 18% | -5% | -9 | 125%[activator]
Cc1ccc(NC(=O)Cn2cnc3c(oc4nc5c(cc43)COC(C)(C)C5)c2=O)cc1 | -5% | u | u | 1% | 8% | -7% | -15% | 4 | 9%
Cc1cccc(C(=O)Oc2ccccc2/C=N/Nc2ccc([N+](=O)[O-])cc2)c1 | -6% | -18% | 28% | -6% | x | -21% | -9% | -5 | u
O=c1[nH]c2ccccc2n1CCCOc1ccccc1 | 0% | -10% | u | 0% | -17% | -29% | -21% | -1 | 17%
O=C(COC(=O)c1ccccc1C(F)(F)F)NC(=O)NCc1ccco1 | -27% | -10% | x | -21% | -20% | -37% | x | -3 | 171%[activator]
CCC(NC(=O)COC(=O)C1CC2CCCC(C1)C2=O)c1ccc(Br)cc1 (centres undefined) | 4% | -20% | x | -4% | -6% | 0% | x | -3 | -12%
Cc1ccc(NC(=O)N2CCC(=O)N2)cc1 | -1% | -8% | -2% | 2% | -15% | -39% | -9% | 4 | 0%
Cc1cnc(C(=O)OCC(=O)N2CC(C)CC(C)C2)cn1 (centres undefined) | 9% | -12% | x | 13% | -22% | -5% | x | -1 | -54%
CC(=O)c1cccc(NC(=O)C2=CC(c3ccco3)=NS(=O)(=O)N2C)c1 | 1%&6% | -5%&-10% | 33%&0% | -10% | 0%&1% | 6%&38% | -2%&-7% | -1&-3 | 6%&-9%

In the list so far, these have a halogen.
SMILES | Pol kappa inh | POLH inh | POLB inh | APE1 inh | ERG-DNA inh | RGS4 inhibitor | Anesthetic bind | LDHA inh | ALOX12 inh
Brc1ccc(C2=NC(Cc3ccccc3)CO2)cc1 (centres undefined) | -3% | -4% | u | u | -2% | -2% | -5% | -7 | -10%
O=C(CSc1nc2c([nH]c3ccccc32)c(=O)n1-c1ccc(F)cc1)NCc1ccc(F)cc1 | 3%[60.1 µM] | 0% | -2% | x | 0% | -22% | 2% | 0 | u
CN1CCN(C(c2ccccn2)c2cc(Cl)c3cccnc3c2O)CC1 (centres undefined) | 3% | -14% | -1% | 0% | -5% | u | -19% | 8 | u
CCOC(=O)C(NCc1ccco1)(NC(=O)c1ccc(OC)cc1)C(F)(F)F (centres undefined) | -7% | -21% | 0% | -2% | 13% | -13% | -6% | -6 | 9%
O=C(COC(=O)c1ccccc1C(F)(F)F)NC(=O)NCc1ccco1 | -27% | -10% | x | -21% | -20% | -37% | x | -3 | 171%[activator]
CCC(NC(=O)COC(=O)C1CC2CCCC(C1)C2=O)c1ccc(Br)cc1 (centres undefined) | 4% | -20% | x | -4% | -6% | 0% | x | -3 | -12%

The list continues:
SMILES | Pol kappa inh | POLH inh | POLB inh | APE1 inh | ERG-DNA inh | RGS4 inhibitor | Anesthetic bind | LDHA inh | ALOX12 inh
Cc1nn(CC(=O)N2c3ccccc3NC(=O)C2(C)C)c(C)c1[N+](=O)[O-] | 13% | -5% | 9% | 3% | 18% | -2% | -7% | 2 | 4%
COc1ccccc1NC(=S)N(CCN(C)C)C(C)c1ccncc1 (centres undefined) | 13% | -6% | 28% | 2% | 11% | -15% | -1% | 1 | 1%
Cc1ccc(N2C(=S)SC3CS(=O)(=O)CC32)cc1 (centres undefined) | -1% | -12% | 9% | 2% | 9% | -4% | -1% | -6 | -6%
O=C(O)C(Cc1ccccc1)N=C(NS(=O)(=O)c1ccccc1)c1ccccc1 (centres undefined) | -18% | -7% | x | 6% | 3% | 4% | x | -8 | -29%
CCOC(=O)N1CCN(C(=O)CS(=O)Cc2nc(-c3cccc(C)c3)oc2C)CC1 (centres undefined) | -12% | -3% | 2% | 0% | -8% | 21% | -7% | -7 | 20%
O=C(CSc1nnc(-c2c[nH]c3ccccc23)n1CC1CCCO1)Nc1ccc2c(c1)OCCO2 (centres undefined) | -4% | -4% | 18% | 17% | 1% | 10% | -16% | -2 | 26%
C/C(CC(=O)Nc1ccccn1)=N\NC(=O)c1ccccc1O | -3% | 0% | -11% | 34% | 8% | 25% | -6% | 1 | 0%
O=C(O)C1CCN(Cc2cccnc2)CC1 | -8% | -6% | -1% | -2% | 0% | 3% | -4% | 2 | -19%
C/C(=N\Nc1ccccn1)c1cccs1 | -14% | -17% | 4% | 1% | 21% | -9% | u | 9 | u
Cc1ccsc1C(=O)N1CCN(S(=O)(=O)c2cccs2)CC1 | 1% | -18% | -2% | 1% | -2% | 3% | 9% | 6 | i
COc1ccc(-c2cn3c(n2)sc2cc(C(=O)N4CCCCC4)ccc23)cc1 | -13% | -10% | 35% | x | 0% | 11% | -16% | -4 | -24%
Nc1c(C(=O)OCC2CCCO2)c2nc3ccccc3nc2n1-c1ccc2c(c1)OCCO2 (centres undefined) | -22% | u | 0% | -5% | -4% | 8% | 3% | 4 | 273%[activator]
C=CCc1ccccc1OCC(O)CNC(=O)c1ccccc1C(=O)O (centres undefined) | -3% | -28% | -15% | 5% | 0% | 7% | -5% | -2 | 0%
O=C1CC(N2CCN(c3ccc(F)cc3)CC2)C(=O)N1Cc1ccc(N2CCCC2=O)cc1 (centres undefined) | -20% | 1% | 17% | -1% | 1% | -18% | -6% | -4 | 0%
Cc1ccc(NC(=O)Cn2c(=O)n(CCCCCC(=O)NCc3ccc(F)cc3)c(=O)c3sccc32)c(C)c1 | -14% | x | 25% | x | 0% | -53% | 4% | -8 | -14%
COC(=O)[C@H]1CCCN1C(=O)Nc1cccc(Oc2c(F)c(F)c(F)c(F)c2F)c1 | -10% | -18% | -1% | -3% | -4% | -15% | u | -1 | 0%
COc1cc(C(=O)NNC(=O)CCOc2ccccc2C)cc(OC)c1OC | -9% | 8% | x | 20% | 0% | -2% | x | -9 | -10%
CCON1C(=O)C(C)(C)N(OCC)C(=O)C1(C)C | 6% | -11% | -19% | -3% | -6% | -3% | -11% | -8 | u

Entries of single compounds, looked up by structure.
Results for Cc1ccc(N2C(=S)SC3CS(=O)(=O)CC32)cc1 (centres undefined) : Pol kappa inh: -1%; POLH inh: -12%; POLB inh: 9%; APE1 inh: 2%; ERG-DNA inh: 9%; RGS4 inhibitor: -4%; Anesthetic bind: -1%; LDHA inh: -6; ALOX12 inh: -6%
Results for COc1ccccc1NC(=S)N(CCN(C)C)C(C)c1ccncc1 (centres undefined) : Pol kappa inh: 13%; POLH inh: -6%; POLB inh: 28%; APE1 inh: 2%; ERG-DNA inh: 11%; RGS4 inhibitor: -15%; Anesthetic bind: -1%; LDHA inh: 1; ALOX12 inh: 1%

Assay outcomes as filed in PubChem.
